From PubChem
Efflux pump mplx – blocks antifungal efflux pumps in multiplex yeast assay; inhibition, % at 10 µM; 330,000 tested, 0.44% active; S. cerevisiae Candida pump triplex, Nile Red efflux;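 active = plate passing quality check with inhibition over a set limit, or well fluorescence over plate mean plus 4 SD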;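 also: Nile Red retained in pooled yeast measured as flow cytometry median fluorescence; 0% = buffer negative control and 100% = Enniatin B positive control; higher means more Nile Red kept so more efflux inhibition; some compounds called inactive have numbers as strong as hits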
PP1 inh – counter-screen for PP5 inhibitors: inhibitors of human PP1-alpha; AID 2235; 320,000 tested, 0.9% active; inhibition, % at 6.7 µM; P62136; purified PP1alpha, OMFP fluorescence;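 active = inhibition above the mean inhibition of all tested compounds plus 3 SD, computed separately for each screening campaign, cut at about 15% in these data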
TPT1 inh – C. albicans TPT1 enzyme inhibition; 300,000 tested, 0.81% active; recombinant caTPT1, FP RNA substrate dephosphorylation; inhibition, % at 5 µM;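 active = inhibition above the mean of all tested compounds plus 3 SD, set per screening campaign, cut at about 24% in these data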;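 also: plate controls were DMSO alone for no effect and ferristatin control at 100 nM for full effect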
CTSL1 counter – blocks F. hepatica cathepsin L1 in PFM18AAP counter-screen; recombinant F. hepatica cathepsin L1, Z-Leu-Arg-MCA fluorescence; inhibition, % at 5.96 µM; 300,000 tested, 0.49% active; AID 1906;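 active = inhibition above the mean of all tested compounds plus 3 SD, set per screening campaign, cut at about 17% in these data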;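 also: 0% = plate median of test compound wells and 100% = 1 µM Z-Phe-Ala-diazomethylketone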
PP5 primary – inhibitors of human protein phosphatase 5 (PP5). P53041. purified PP5c, OMFP substrate fluorescence. inhibition, % at 6.7 µM. 320,000 tested, 0.18% active;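 active = inhibition above the campaign's mean inhibition across all tested compounds plus 3 SD, cut at about 9.5% in these data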;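 also: 0% = DMSO only and 100% = 100 µM cantharidin control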
HCV core dimer – blocks dimerization of HCV core protein; TR-FRET GST/Flag-core106 dimerization, 1536-well; inhibition, % at 5 µM; 300,000 tested, 0.33% active; AID 1899;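 active = inhibition above the mean of all tested compounds plus 3 SD, set per screening campaign, cut at about 45% in these data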
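test system = GST/Flag-tagged HCV core106 proteins | probe or stimulus = Eu donor and XL665 acceptor anti-tag antibodies | times = compound-protein-antibody incubation 4 h at 22.5 °C | signal = TR-FRET, excitation 340 nm, emission 617 and 671 nm | measure = percent inhibition of core106 dimerization signal | controls = wells lacking GST-core106 and wells with excess unlabelled core106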
PREPL inh – inhibits the human prolyl oligopeptidase-like enzyme; Q4J6C6; recombinant PREPL, fluorescence polarization activity-based probe; inhibition, % at 5.96 µM; 320,000 tested, 0.68% active; AID 2751; in the data active = inhibition above about 43%;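 also: 0% = enzyme with DMSO and 100% = wells lacking enzyme; many of its hits are not listed in these tables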
Target sequence (Q4J6C6 whole entry, looked up): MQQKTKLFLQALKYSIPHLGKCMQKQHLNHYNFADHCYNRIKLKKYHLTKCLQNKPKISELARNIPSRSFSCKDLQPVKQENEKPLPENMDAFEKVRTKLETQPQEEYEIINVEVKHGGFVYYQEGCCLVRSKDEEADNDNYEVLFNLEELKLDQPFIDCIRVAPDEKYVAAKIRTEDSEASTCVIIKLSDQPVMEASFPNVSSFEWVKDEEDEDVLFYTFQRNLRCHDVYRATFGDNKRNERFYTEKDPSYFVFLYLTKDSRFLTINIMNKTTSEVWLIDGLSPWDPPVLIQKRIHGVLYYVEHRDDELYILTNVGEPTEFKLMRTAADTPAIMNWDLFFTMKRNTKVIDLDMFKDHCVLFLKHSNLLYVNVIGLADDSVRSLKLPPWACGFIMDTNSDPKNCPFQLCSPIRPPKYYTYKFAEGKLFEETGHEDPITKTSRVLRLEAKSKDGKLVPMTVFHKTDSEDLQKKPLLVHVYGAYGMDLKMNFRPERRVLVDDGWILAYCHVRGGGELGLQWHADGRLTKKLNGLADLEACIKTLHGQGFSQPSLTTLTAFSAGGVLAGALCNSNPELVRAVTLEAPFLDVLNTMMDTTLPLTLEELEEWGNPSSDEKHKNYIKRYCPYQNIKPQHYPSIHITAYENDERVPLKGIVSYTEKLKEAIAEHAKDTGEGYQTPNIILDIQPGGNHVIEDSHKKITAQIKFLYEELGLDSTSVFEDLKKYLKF
ZTA DNA inh – blocks Epstein-Barr virus ZTA, an EBNA-1 counter-screen. 320,000 tested, 0.15% active. AID 2234. P03206. ZTA-DNA binding, fluorescence polarization. inhibition, % at 11 µM; in the data active = inhibition above about 33%
Target sequence (P03206 whole entry, looked up): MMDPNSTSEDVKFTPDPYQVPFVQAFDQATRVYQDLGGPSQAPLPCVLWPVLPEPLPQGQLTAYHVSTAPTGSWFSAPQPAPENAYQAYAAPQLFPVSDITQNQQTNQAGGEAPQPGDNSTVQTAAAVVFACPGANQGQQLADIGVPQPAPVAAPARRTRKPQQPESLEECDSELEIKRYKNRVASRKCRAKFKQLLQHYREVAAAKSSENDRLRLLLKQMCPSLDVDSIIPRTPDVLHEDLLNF
EBNA-1 inhibitor – blocks EBNA-1 binding to DNA; EBNA-1 DNA binding, fluorescence polarization; inhibition, % at 14.8 µM; 300,000 tested, 0.34% active; AID 1950; in the data active = inhibition above about 28%
* = called active by the depositor; . = not tested or not shown.

SMILES | Efflux pump mplx | PP1 inh | TPT1 inh | CTSL1 counter | PP5 primary | HCV core dimer | PREPL inh | ZTA DNA inh | EBNA-1 inhibitor
COc1ccc(S(=O)(=O)N2CCOCC2)cc1NC(=O)CCc1nc2ccccc2c(=O)[nH]1 | 0.1 | 0 | 3 | 3 | 1.7 | -15 | 11 | -8 | 1
Cc1ccccc1S(=O)(=O)Cc1ccc(C(=O)NC2CCCCC2C)o1 (stereo not drawn) | -0.1 | -2 | -1 | -2 | -0.3 | 11 | -4 | 17 | 7
CC(=O)Nc1ccc(C2NC(=S)N(c3ccccc3C(F)(F)F)C(C)=C2C(=O)N2CCOCC2)cc1 (stereo not drawn) | -0.1 | -4 | 1 | 5 | 1.4 | -5 | 11 | -19 | 1
CC(C)(C)c1ccc(Oc2ccc(NC(=O)C3CC=CCC3C(=O)O)cc2)cc1 (stereo not drawn) | 0.1 | -5 | 0 | 0 | 0.1 | 9 | 3 | 8 | 9
COc1ccccc1-c1nnc(SCC(=O)O)n1C | -0.1 | 0 | -2 | 3 | 2.4 | -4 | 15 | -1 | 3
CCOCCCNC(=S)N1CCCN(c2nc3cc(C)cc(C)c3cc2C#N)CC1 | -0.1 | 0 | -5 | 5 | 1.7 | 0 | 12 | 6 | 2
CCOC(=O)C1=C(C)OC(N)=C(C#N)C1c1cc2c(cc1[N+](=O)[O-])OCO2 (stereo not drawn) | 0.0 | -5 | -11 | 10 | -2.0 | -3 | 25 | 1 | -2
CCOC(=O)Cn1nc(C)c([N+](=O)[O-])c1C | 0.0 | 0 | 2 | -2 | -1.4 | -2 | -2 | -9 | 4
CC(=O)c1ccc(-n2c(CCC(=O)O)ccc2-c2ccccc2)cc1 | -0.1 | -1 | -3 | 4 | 1.0 | 5 | 5 | 7 | -6
COc1ccc2nc(NC(=O)c3ccccc3C(=O)O)sc2c1 | 0.0 | 3 | 4 | 3 | 1.9 | 1 | -2 | 1 | -7
Cc1ccc(OCC(=O)Nc2ccccc2[N+](=O)[O-])c(Br)c1 | 0.1 | -2 | 2 | -3 | 1.1 | 7 | 5 | 1 | -12
Cc1[nH]c2ccccc2c1C(=O)CN1C(=O)C(=O)N(C2CCCC2)C1=O | 0.3 | -2 | -2 | 1 | 2.9 | 3 | -6 | -3 | -4
O=C(O)/C=C/c1nc(-c2ccccc2)n2ccccc12 | 0.1 | 0 | 12 | 2 | -1.2 | -3 | 6 | 2 | 0
CCOc1ccccc1NC(=O)C(NCC1CCCCC1)c1ccccc1 (stereo not drawn) | -0.1 | 2 | -8 | 0 | 1.1 | 9 | 1 | 5 | 7
COc1ccc(-c2nc3ccccc3c(=O)n2NC(=O)Cc2ccccc2)cc1 | -0.3 | -1 | -2 | 3 | 1.8 | 6 | -4 | -2 | 8
O=C(CSC1=NS(=O)(=O)c2ccccc2N1)N1CCCCC1 | 0.0 | -4 | 3 | 1 | -1.6 | -4 | -1 | -4 | -2
CCC(=O)Nc1c(-c2cccs2)c(=O)c2ccccc2n1C | 0.3 | -3 | 4 | 3 | 3.2 | -4 | 9 | -12 | -12
Cc1cccc(OCC(=O)NCc2n[nH]c(=O)c3ccccc23)c1 | 0.0 | -3 | -1 | -2 | -0.2 | -2 | -1 | -7 | 3
COc1ccc(C(=O)OCC(=O)N2CCCCC2)cc1[N+](=O)[O-] | -0.1 | -3 | -2 | -1 | -1.8 | 2 | -2 | 19 | 1
O=C(COC(=O)c1ccc(Cl)nc1)NCc1cccs1 | 0.0 | 0 | -3 | -1 | -2.3 | 14 | 9 | 12 | 2
CCOc1ccc(C(c2c(C)[nH][nH]c2=O)c2c(C)[nH][nH]c2=O)cc1OC | 0.0 | -3 | -2 | 7 | 1.7 | -4 | -3 | -30 | -6
O=C(CN1CCN(S(=O)(=O)c2ccccc2F)CC1)NCC1(N2CCOCC2)CCCCC1 | 0.1 | 10 | . | . | 1.1 | . | 17 | -1 | .
Cc1cc(C(=O)CSc2nnc(-c3ccncc3)n2-c2ccccc2)c(C)n1C | 0.0 | -2 | 6 | -7 | -2.2 | 20 | 22 | -2 | -5
Cc1cccc(C(=O)N[C@H](C(=O)Nc2ncc(C)s2)C(C)C)c1 | 0.1 | -2 | 6 | 4 | 5.1 | 3 | 18 | -10 | -5
O=C(Nc1cccc2ncccc12)C(c1ccccc1)c1ccccc1 | 0.1 | -1 | -1 | 2 | -0.1 | -5 | 10 | -29 | -2
SMILES | Efflux pump mplx | PP1 inh | TPT1 inh | CTSL1 counter | PP5 primary | HCV core dimer | PREPL inh | ZTA DNA inh | EBNA-1 inhibitor
Cc1ccc(S(=O)(=O)N2CCC(C(=O)OCC(=O)NC3(C#N)CCCCC3)CC2)cc1C | -0.1 | 2 | -1 | -4 | 0.3 | -2 | 4 | 5 | -9
COC(=O)c1nc2n(n1)C(c1ccc(OC)c(OC)c1)C(C(=O)OC1CCCCC1)=C(C)N2 (stereo not drawn) | 0.0 | -6 | -1 | 0 | -0.7 | 5 | 0 | 6 | 0
COc1cccc(NC(=O)NC2CCN(CC(=O)Nc3ccccc3[N+](=O)[O-])CC2)c1 | -0.1 | 4 | 2 | -3 | 5.0 | 3 | 1 | 1 | -20
CC(C(=O)Nc1ccc2c(c1)OCO2)n1cnc2c1c(=O)n(C)c(=O)n2C (stereo not drawn) | 0.0 | 0 | . | . | -2.6 | . | 7 | -23 | .
O=c1[nH]cc(N=Cc2cc([N+](=O)[O-])ccc2O)c(=O)[nH]1 | 0.0 | -4 | 1 | 2 | -1.0 | 2 | 5 | 5 | -3
Cc1ccc(C)n1-c1ccc(N2CCOCC2)c(Br)c1 | 0.0 | 4 | 3 | -1 | -0.5 | 7 | 1 | 8 | 2
Cc1ccc(C(=O)O)cc1NC(=O)c1cccs1 | 0.0 | 1 | 1 | -1 | 2.0 | -4 | 0 | 3 | -3
COCCCn1c(CCC(=O)O)ccc1-c1ccc(F)cc1 | -0.1 | 2 | 3 | 4 | 1.1 | 5 | 0 | 27 | 4
COC(=O)C(C)N1C(=O)S/C(=C/c2cc(C)n(C(C)C)c2C)C1=O (stereo not drawn) | 0.2 | 1 | -2 | 6 | 2.2 | 0 | 17 | -10 | 7
Cc1cc(=O)[nH]c(SCC(=O)Nc2ccc(S(N)(=O)=O)cc2)n1 | 0.0 | 2 | -1 | -2 | -0.5 | 2 | 6 | -13 | 1
COC(=O)c1ccc2c(C)c(C(C)(C)O)[nH]c2c1 | 0.0 | -2 | -4 | 2 | -2.3 | -7 | 11 | 0 | 7
CS(=O)(=O)c1ccccc1-c1nnc(NC(=O)c2ccc3ncsc3c2)o1 | -0.1 | 6 | -6 | 9 | -0.2 | 1 | 16 | -6 | -11
Cc1onc(-c2ccccc2)c1CNS(=O)(=O)c1cccc(Br)c1 | -0.1 | 3 | 2 | -1 | -0.9 | 1 | 26 | 4 | 6
COc1ccc(-c2csc(NC(=O)CSc3n[nH]c(N)n3)n2)cc1 | -0.2 | -4 | 2 | 0 | 4.0 | -1 | 12 | 20 | 6
CCn1ncc(C(=O)Nc2ccccc2C)c1C | 0.0 | -2 | -2 | -6 | 0.9 | -5 | -3 | -5 | 2
O=C(CNCc1ccccn1)Nc1cc(C(F)(F)F)ccc1N1CCOCC1 | 0.0 | -2 | -3 | -3 | -2.8 | 0 | 5 | 8 | 11
CCCCCCCOC(=O)c1ccc(OC(=O)c2cccnc2)cc1 | 0.0 | 0 | -3 | 1 | 1.8 | -11 | 12 | 9 | 7
COc1cc(-c2nnc3n(CCc4ccccc4)c(=O)c4ccccc4n23)cc(OC)c1OC | 0.2 | -4 | 0 | 2 | 2.3 | 5 | 4 | 0 | 1
CCc1ccc(Nc2nnc(SCc3cc(=O)n4ccsc4n3)s2)cc1 | -0.2 | -1 | -6 | 3 | -1.4 | 24 | 20 | 14 | 4
COc1cccc(/C=C/C(=O)c2ccc[nH]2)c1 | 0.0 | -2 | -1 | 7 | -0.6 | 8 | -7 | 15 | 5
Cc1cc(S(=O)(=O)N2CCCC2)c(C)s1 | 0.0 | -2 | -4 | -4 | -2.0 | 1 | -1 | -3 | 2
C=CCN(c1ccc(C(=O)N2CCCC2)cc1)S(C)(=O)=O | 0.0 | -1 | -3 | 1 | -0.5 | 1 | -1 | 8 | 6
O=C(Nc1cccc(S(=O)(=O)N2CCOCC2)c1)c1cc2c(s1)CCC2 | -0.1 | 0 | 0 | -4 | -0.9 | 16 | 2 | 7 | 12
COc1cc(C(=O)Nc2cnc(NC(=O)C(C)C)cc2C)cc(OC)c1OC | 0.1 | 0 | 0 | 0 | 2.4 | -6 | 3 | -13 | -4
COc1ccccc1CNCC(=O)N1CC(=O)Nc2ccccc21 | 0.0 | -4 | 3 | -2 | 1.7 | -2 | 5 | -6 | -22
SMILES | Efflux pump mplx | PP1 inh | TPT1 inh | CTSL1 counter | PP5 primary | HCV core dimer | PREPL inh | ZTA DNA inh | EBNA-1 inhibitor
Cc1cc(NC(=O)CCC(=O)N(CC(=O)NCC2CCCO2)c2cccc(C)c2C)no1 (stereo not drawn) | 0.1 | 2 | -4 | -1 | -0.2 | 8 | -1 | 6 | 4
N=C1S/C(=C\c2cn[nH]c2-c2ccc(F)cc2)C(=O)N1c1ccccc1F | -0.2 | -2 | 0 | 0 | 0.0 | 1 | 4 | -9 | 5
CCOC(=O)C1CCCN(C2CC(=O)N(c3cccc(C)c3)C2=O)C1 (stereo not drawn) | 0.1 | 5 | 1 | 6 | 0.3 | 1 | 1 | -1 | 5
O=C(Nc1ccc(Cl)c(Cl)c1)Nc1nnc(-c2ccncc2)s1 | -0.1 | 3 | 2 | 0 | 1.9 | 87* | 0 | -7 | -4
Cc1cc(C)cc(NC(=O)C2CC(=O)n3ncnc3N2)c1 (stereo not drawn) | -0.3 | -5 | 0 | 0 | 0.3 | 2 | -5 | -9 | 7
CCNC(=S)N1CCC(NC(=O)C2CCCCC2)CC1 | 0.0 | 3 | -1 | -4 | 2.3 | -6 | 15 | -11 | 0
O=C(Nc1ncc(Cc2ccc(SC(F)F)cc2)s1)c1ccc(OC(F)F)cc1 | -0.1 | 3 | 0 | -3 | 3.2 | -4 | -7 | -9 | -16
OC1(c2cccs2)CN(c2ccc(Cl)cc2)C2=[N+]1CCCC2 (stereo not drawn) | 0.1 | -3 | 1 | -4 | -1.4 | 0 | 7 | -4 | -7
CCSc1nc(-c2ccco2)ccc1C#N | -0.1 | 4 | 9 | 2 | 0.9 | 24 | -3 | 6 | -10
O=c1nc2n(c3cccc(Cl)c13)CCCCC2 | 0.0 | -2 | -1 | 3 | -0.3 | 3 | 3 | -3 | -8
Cc1cc(OCC(=O)Nc2ccccc2C)no1 | 0.5 | 0 | . | . | 2.5 | . | 0 | 12 | .
COc1ccc([C@H]2CC(=O)C=C(c3ccc4c(c3)OCO4)C2)cc1 | -0.1 | 3 | . | . | 0.5 | . | -4 | 14 | .
Cc1cc(=O)[nH]c(/N=C(\N)Nc2cccc3ccccc23)n1 | 0.0 | -2 | -2 | -1 | 2.4 | -12 | 3 | -6 | 1
CC(=O)Nc1ccc(S(=O)(=O)NCC2CCC(C(=O)NC3CCCCCC3)CC2)cc1 (stereo not drawn) | -1.6 | -3 | -1 | -1 | -3.4 | -7 | 0 | 18 | 2

3 structures from above, ordered by number of heavy atoms, rising.
SMILES | Efflux pump mplx | PP1 inh | TPT1 inh | CTSL1 counter | PP5 primary | HCV core dimer | PREPL inh | ZTA DNA inh | EBNA-1 inhibitor
Cc1cc(OCC(=O)Nc2ccccc2C)no1 | 0.5 | 0 | . | . | 2.5 | . | 0 | 12 | .
Cc1cc(C)cc(NC(=O)C2CC(=O)n3ncnc3N2)c1 (stereo not drawn) | -0.3 | -5 | 0 | 0 | 0.3 | 2 | -5 | -9 | 7
O=C(Nc1ncc(Cc2ccc(SC(F)F)cc2)s1)c1ccc(OC(F)F)cc1 | -0.1 | 3 | 0 | -3 | 3.2 | -4 | -7 | -9 | -16

These rows are one share of the data. The share of hits here may be higher or lower than overall.
